High-throughput results: PubChem BioAssay, National Center for Advancing Translational Sciences (NCATS)
LMNA splice mod: LMNA splicing modulation. Potency, µM (highest dose often 46.1 µM), for the others: at the highest dose ratio change, negative = inhibition, most hits filed as inhibitors. HeLa LMNA splicing GFP/RFP minigene ratio, 48 h. AID 1487. 0.01% of 200,000 active; active = well fitted inhibition curve with a large enough effect in the signal ratio, with a control signal flat, not every such curve was filed as active; inconclusive = small, poorly fitted or top-dose-only effect, or effect the other way, or a change in a side signal; the % refers to the signal ratio; also: potency is read from the fitted curve at half-maximal effect; % is scaled to controls: 0 for no effect and ±100 for the full control effect
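Read-out is the ratio of GFP to DsRed2 object intensity, acquired by 488 nm laser-scanning cytometry on HeLa lamin A-EGFP minigene reporter cells. Compound incubation 48 hrs at 37 °C in Opti-MEM with 2% FBS; DMSO 0.5% final.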
CBFb-RUNX1 inh: inhibitors of human CBF-beta and RUNX1 interaction | Q01196+Q13951 | AlphaScreen CBFb-His/RUNX1-biotin binding, biochemical | Potency, µM (doses to about 59.8 µM), for the others: top-dose activity, negative = inhibition, most hits filed as inhibitors | 230,000 tested, under 10 active; also: % of control where 0% means no effect
Target sequence (Q01196 whole entry, looked up): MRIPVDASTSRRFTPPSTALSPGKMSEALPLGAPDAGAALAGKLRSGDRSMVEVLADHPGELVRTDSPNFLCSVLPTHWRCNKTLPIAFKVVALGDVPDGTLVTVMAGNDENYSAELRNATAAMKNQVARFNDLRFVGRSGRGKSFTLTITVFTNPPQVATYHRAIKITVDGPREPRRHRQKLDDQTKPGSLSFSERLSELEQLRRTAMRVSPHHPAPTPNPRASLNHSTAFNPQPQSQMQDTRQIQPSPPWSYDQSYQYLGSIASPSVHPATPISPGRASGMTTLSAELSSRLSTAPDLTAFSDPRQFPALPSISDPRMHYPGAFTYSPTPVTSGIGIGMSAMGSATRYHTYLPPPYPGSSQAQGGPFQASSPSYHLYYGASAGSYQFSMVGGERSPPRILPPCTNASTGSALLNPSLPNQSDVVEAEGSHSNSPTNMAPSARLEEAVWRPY
Target sequence (Q13951 whole entry, looked up): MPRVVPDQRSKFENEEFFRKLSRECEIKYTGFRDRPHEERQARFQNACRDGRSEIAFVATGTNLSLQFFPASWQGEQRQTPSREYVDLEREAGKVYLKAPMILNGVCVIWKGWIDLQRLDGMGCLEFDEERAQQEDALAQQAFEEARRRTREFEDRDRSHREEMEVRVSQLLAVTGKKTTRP
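Inhibition was taken as any reduction in AlphaScreen signal from the CBF-beta–RUNX1 pair (His and biotin tags, 30 nM each), measured after compound (15 min) and bead (90 min) incubations at room temperature.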
Epigenetic reg: derepresses silenced GFP reporter in murine cells. murine LDR cells, GFP reporter derepression, 30 h. Potency, µM (series often up to 53.9 µM), for inactives: at the highest dose GFP activation, usual class: activators. 0.2% of 280,000 active; also: potency is read from the fitted curve at half-maximal effect; % of control where 0% means no effect; nearly all actives have a fitted effect of over 60% in size
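Murine LDR cells bearing a silenced CMV-driven GFP reporter were exposed to compound for 30 h at 37 C. After PBS washes, GFP-positive cells (20-120 um objects) counted by laser-scanning microplate cytometry.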
Luc counter: blocks Kinase-Glo luciferase, a counter-screen artifact. 0.28% of 200,000 active. Kinase-Glo luciferase, ATP luminescence, 8 min. Potency, µM (top dose mostly 38.3 µM), for inactives: at the highest dose activity change, negative = inhibition, actives largely listed as inhibitors; also: potency is read from the fitted curve at half-maximal effect; % is scaled to controls: 0 for no effect and ±100 for the full control effect; nearly all actives have a fitted effect of over 60% in size
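Recombinant Kinase-Glo luciferase, 10 uM ATP (linear range), luciferin; imidazole pH 7.2 / KCl / MgCl2 / Tween / BSA buffer; 8 min RT; luminescence.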
IMPase Li inh: membrane-permeable IMPase blocker, potentiated with lithium | CHO-M1 cells, IP1 TR-FRET (IP-One), carbachol + lithium | 0.35% of 210,000 active | Potency, µM (top dose mostly 59.4 µM), without a hit: top-dose activity, negative = IMPase inhibition, usual class: inhibitors;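 also: IP1 builds up when IMPase is blocked and the TR-FRET signal falls; potency is read from the fitted curve at half-maximal effect; plate controls were basal vehicle for no effect and high inhibitor control for full effect; nearly all actives have a fitted effect of over 50% in size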
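Lithium-sensitised IP1 accumulation assay; M1-expressing CHO cells treated 30 min at 37C with compound. Competitive antibody detection by time-resolved FRET followed a 10 min room-temperature lysis step.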
NPSR antag: antagonists of human neuropeptide S receptor cAMP signaling. Q6W5P4. Potency, µM (top dose mostly 38.3 µM), for inactives: top-dose activity change, negative = inhibition, actives largely listed as inhibitors. CHO-NPSR cells, cAMP TR-FRET, antagonist mode. 1% of 220,000 active. AID 1461; also: potency is read from the fitted curve at half-maximal effect; % is scaled to controls: 0 for no effect and ±100 for the full control effect; nearly all actives have a fitted effect of over 50% in size; many of its hits are not listed in these tables
Target sequence (Q6W5P4 whole entry, looked up): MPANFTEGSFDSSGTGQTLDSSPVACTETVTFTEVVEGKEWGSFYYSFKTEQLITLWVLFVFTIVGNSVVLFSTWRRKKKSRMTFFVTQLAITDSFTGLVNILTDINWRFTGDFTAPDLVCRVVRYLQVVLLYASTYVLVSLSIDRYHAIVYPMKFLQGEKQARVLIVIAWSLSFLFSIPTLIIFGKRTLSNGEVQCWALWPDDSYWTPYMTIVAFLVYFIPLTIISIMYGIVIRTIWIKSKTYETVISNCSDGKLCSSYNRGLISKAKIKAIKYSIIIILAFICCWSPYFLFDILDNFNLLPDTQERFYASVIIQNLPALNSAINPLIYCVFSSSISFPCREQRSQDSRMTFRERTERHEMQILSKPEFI
GLA spleen mod: inhibitors or activators of human alpha-galactosidase in spleen homogenate; P06280; human spleen homogenate, 4MU-alpha-Gal fluorescence, 40 min; Potency, µM (doses to about 80 µM), without a hit: at the top dose activity change, negative = inhibition, actives largely listed as inhibitors; 0.008% of 240,000 active;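 also: potency is read from the fitted curve at half-maximal effect; 0% = enzyme with vehicle and -100% = no enzyme basal signal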
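Human spleen homogenate (1 ug) was the enzyme source, with 4-methylumbelliferyl-alpha-D-galactopyranoside (1 mM final) in pH 5.0 citrate buffer with 0.01% Tween-20. Compounds were titrated; after 40 min at 37C, NaOH/glycine stop, 4-MU fluorescence read; AC50 from Hill fits.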
Active calls of the source: *; ? = inconclusive; nt = no result given; [ ] = dose if it differs, or a comment. Unless noted, calls follow the shape of the dose curve; as a rule, active = well fitted curve in the direction sought with a large enough effect; inconclusive = small, poorly fitted or top-dose-only effect, or another doubt; inactive = no such curve, though single readings can be large; an effect the other way counts as inactive or inconclusive. A portion of the library; the hit share may differ from the screen's.

SMILES	LMNA splice mod	CBFb-RUNX1 inh	Epigenetic reg	Luc counter	IMPase Li inh	NPSR antag	GLA spleen mod
O=S(=O)(NCc1cccnc1)c1cccn1-c1ncc(C(F)(F)F)cc1Cl	-16%[9.22 µM]	2%	-0.9%[10.1 µM]	2%	6%	13%	0%
CC(NC(=O)CNC(=O)C(Cc1ccccc1)NC(=O)OCc1ccccc1)C(N)=O (centres undefined)	-4%[9.22 µM]	0%	0.0%	-1%	-1%	15%	-4%
CC(C)(C)NC(=O)NC(=O)CN1CCCCC1	7%[46 µM]	5%	2.6%	2%	4%	8%	10%
CN(CCNC(=O)CCCOc1cc(=O)n(C)c2ccccc12)Cc1ccccc1	nt	-3%	0.3%	11%	1%	2%	0%
CC(C)C1Cc2nc(Cl)c(C#N)cc2CO1 (centres undefined)	nt	8%	-0.8%	nt	nt	2%	-4%
O=C(c1cnccn1)N(Cc1ccco1)C1(C(=O)NC2CCCCC2)CCCCC1	2%	2%	-1.6%	1%	11%[38.3 µM]	-16%[46.1 µM]	-3%
CS(=O)(=O)N1CC2CCCN2c2ccc(C(F)(F)F)cc21 (centres undefined)	-2%[46 µM]	0%	-1.5%	1%	2%	-2%	3%
Nc1cccc(S(=O)(=O)Nc2ccc(SC(F)F)cc2)c1	nt	1%	-1.3%	nt	nt	-18%	7%
COc1ccc(-c2nc3cnc(Oc4cccc(Cl)c4)nc3n(CCC#N)c2=O)cc1	?	nt	nt	nt	5µM*	nt	5%
COc1ccc(C(NC(=O)c2c(F)c(F)c(F)c(F)c2F)c2ccccc2)cc1 (centres undefined)	1%	18%	1.0%	4%	4%	-36%	-4%
CCCCOC(=O)Nc1ccc(S(=O)(=O)Nn2cnnc2)cc1	-1%	2%	1.1%	1%	11%[38.3 µM]	-5%[46.1 µM]	6%
COc1cc(C2NC(=O)CS2)cc(OC)c1OC (centres undefined)	-1%	6%	0.2%	1%	0%	13%	0%
CC(C)CNC(=S)NNC(=O)c1nn(C)cc1Cl	-2%	-6%	1.0%	0%	1%	4%[46.1 µM]	0%
CCOC(=O)c1ccc(N2C(=O)CC(NNC(=O)c3ccc(Br)s3)C2=O)cc1 (centres undefined)	nt	-4%	3.7%	nt	nt	-5%	1%
Cc1ccc2c(c1)COc1c3ccc(C(=O)N[C@@H](C)CO)cc3nn1-2	nt	3%	-0.1%	nt	nt	5%	14%
N#CNC(=Nc1cccc(F)c1)SCc1ccccc1F	?	-1%	0.0%	-3%	22%	-6%	-7%
COc1cc(-c2cc(C(=O)Nc3ccc(S(=O)(=O)Nc4ncccn4)cc3)c3ccccc3n2)cc(OC)c1OC	nt	2%	6.3%	nt	nt	41%	-7%
O=S(=O)(NC1CCN(Cc2ccccc2)CC1)c1ccc(Cl)cc1	nt	2%	0.5%	nt	nt	6%	1%
S=c1[nH]nc(-c2ccc(Br)cc2)n1Cc1ccccc1	?	-5%	-0.2%	3%	20%	-31%	7%
CCOc1cc([N+](=O)[O-])c2nc(N)sc2c1	nt	-5%	-1.1%	nt	nt	9%	-1%
COc1cc(C=O)ccc1OCCSc1ccc(Cl)cc1	5%[0.0737 µM]	17%	3.6%	2%	-2%[38.3 µM]	-21%[46.1 µM]	3%
O=C(N/N=C/c1ccco1)c1cnccn1	6%	-2%	-1.0%	5%	0%[38.3 µM]	-13%[46.1 µM]	-1%
CCOc1ccc(N2CC(C(=O)NC3=NCCS3)CC2=O)cc1 (centres undefined)	-3%[46 µM]	4%	-1.1%	-3%	1%	-5%	-1%
Cc1ccc(C)c(-n2c(CNC(=O)c3ccco3)nnc2SCC(=O)Nc2nccs2)c1	0%	-1%	0.1%	-3%	2%[38.3 µM]	-11%[46.1 µM]	4%
CCc1ccc(NC(=S)N(CCCN2CCOCC2)Cc2ccco2)cc1	-7%[46 µM]	-1%	6.1%	0%	4%	-3%	-4%
More structures.
SMILES	LMNA splice mod	CBFb-RUNX1 inh	Epigenetic reg	Luc counter	IMPase Li inh	NPSR antag	GLA spleen mod
C=CCOC(=O)C1=C(C)NC(=S)NC1/C=C/c1ccccc1 (centres undefined)	?	-5%	0.0%	0%	28%[38.3 µM]	-19%[46.1 µM]	-1%
CCOC(=O)[C@@]12C[C@@H]1/C(=N/O)c1ccccc1O2	nt	15%[21.7 µM]	1.1%	2%	16%	nt	5%
Cc1nc2c3ccccc3n(CC(=O)c3ccc(F)cc3)c(=O)n2n1	1%	-2%	0.7%	0%	-16%[38.3 µM]	-12%[46.1 µM]	-6%
CCC(C)(C)NC(=O)C(c1ccccc1F)N(Cc1ccco1)C(=O)c1csnn1 (centres undefined)	7%	7%	-1.4%	nt	nt	-10%[46.1 µM]	12%
Cc1oc(-c2cccc(F)c2)nc1CN1CCCCC1CCc1ccccn1 (centres undefined)	nt	5%	1.8%	0%	23%	24%	-3%
CCOC(=O)C(=O)Nc1nnc(C2CCCCC2)s1	-1%	3%	1.5%	-1%	12%[38.3 µM]	-6%[46.1 µM]	1%
CCn1c(SCC(=O)NCC(=O)Nc2ccc(F)cc2)nnc1-c1ccncc1	-4%	5%	-0.9%	nt	nt	3%[46.1 µM]	-11%
COc1ccc(-n2c(=O)[nH]cc(C(=O)N3CCc4ccccc43)c2=O)cc1	-10%	0%	-1.0%	1%	9%	1%[46.1 µM]	3%
COc1ccc(-c2coc3ccc(OC4OC(COC(C)=O)C(OC(C)=O)C(OC(C)=O)C4OC(C)=O)cc3c2=O)cc1 (centres undefined)	nt	17%[21.7 µM]	-2.7%	2%	7%	nt	2%
COc1ccc2nc(/N=C/c3c(C)[nH]n(-c4ccc(C)cc4)c3=O)sc2c1	-7%	-17%	-1.1%	10µM*	-5%	-19%	4%
O=C(CSc1nc(-c2ccccc2)cc(C(F)(F)F)n1)NCc1cccs1	-5%	13%	1.1%	4%	?	-20%	4%
Cc1cc(C)c(NC(=O)CS(=O)CC(=O)Nc2cccnc2)c(C)c1 (centres undefined)	5%	1%	-13%	nt	nt	-4%[46.1 µM]	3%
CC(C)OC(=O)/C(=C\c1cccnc1)NC(=O)c1ccccc1	?	4%	-1.1%	0%	2%	?	-1%
Cc1cccc(C)c1NC(=O)N1CCN(C2CCCCC2)CC1	-5%	5%	-1.2%	-1%	5%	-9%[46.1 µM]	0%
C=CCNC(=O)/C(C#N)=C/c1ccccc1Cl	-10%[46 µM]	5%	-1.2%	0%	-3%	0%	1%
O=C(Cn1cc2c(n1)CCCCC2)Nc1c(F)c(F)cc(F)c1F	0%	-1%	-0.2%	0%	-3%[38.3 µM]	-12%[46.1 µM]	5%
O=C(NCC(c1ccco1)N1CCOCC1)c1cccc([N+](=O)[O-])c1 (centres undefined)	-2%[46 µM]	16%	0.4%	3%	0%	9%	3%
Cc1ccc(S(=O)(=O)N2CCOCC2)cc1NC(=O)COC(=O)c1n[nH]c(=O)c2ccccc12	9%[46 µM]	1%	-3.8%	-2%	10%	11%	3%
CNC(=O)C(=O)N/N=C/c1ccc(Br)cc1	?	-2%	-0.2%	-1%	1%	7%	0%
Cc1ccc(-n2cccn2)c(CN2CCCC(C(=O)c3ccc4c(c3)OCO4)C2)c1 (centres undefined)	nt	-2%	1.5%	5%	13%	58%	1%
CCCCOc1ccc(-c2nnc(-c3cc[n+](C)cc3)o2)cc1	nt	-2%	-0.4%	-1%	7%	-2%	2%
CC(C)CNC(=O)CC(=O)NN=C1CCCC1	-2%	-3%	-1.0%	-1%	-5%	6%	-7%
Nc1c(Cl)cc(Cl)cc1C(=O)OCC(=O)NC1CC1	-2%	-1%	-2.7%	1%	-19%[38.3 µM]	-1%[46.1 µM]	?
CCc1ccc(S(=O)(=O)NCCc2csc(-c3ccccc3)n2)s1	?	26%	0.0%	4%	8%	-1%[46.1 µM]	-14%
COCCN1CCC(CNCc2cn[nH]c2-c2ccc(C)c(C)c2)C1 (centres undefined)	nt	1%	5.6%	2%	11%	-16%	-4%
(listing goes on)
SMILES	LMNA splice mod	CBFb-RUNX1 inh	Epigenetic reg	Luc counter	IMPase Li inh	NPSR antag	GLA spleen mod
CC(Sc1n[nH]c(=O)[nH]c1=O)C(=O)OCc1ccccc1 (centres undefined)	14%	18%	0.0%	2%	-10%[38.3 µM]	-16%[46.1 µM]	3%
CCOC(=O)C1=C(CC)OC(N)=C(C#N)C1c1cc(OC)ccc1OC (centres undefined)	-5%	1%	0.0%	0%	25%[38.3 µM]	-12%[46.1 µM]	-3%
Fc1ccc2[nH]c3c(NCCN4CCOCC4)ncnc3c2c1	?	4%	-1.0%	0%	5%[38.3 µM]	-6%[46.1 µM]	5%
CC1(N2CCCCC2)C(=O)c2ccccc2C1=O	2%	0%	3.2%	0%	3%	14%	0%
COc1ccc(OC)c2[nH]c(=O)c(CCNC(=O)C(=O)c3c[nH]c4ccccc34)cc12	nt	-17%	9.8%	1%	6%	-20%	-6%
O=C(Nc1ccccc1-c1ccccc1)c1cccc([N+](=O)[O-])c1	26%	-4%	-1.1%	0%	25%[38.3 µM]	-8%[46.1 µM]	-4%
CCOc1ccccc1-n1c(COc2ccc(C)cc2)nnc1SCC(N)=O	-11%	-1%	-1.0%	1%	23%[38.3 µM]	3%[46.1 µM]	-4%
Cn1nc(C(C)(C)C)c(NC(=O)c2cccs2)c1C(C)(C)C	nt	4%	-0.3%	nt	nt	-18%	3%
CCC(C)(C)NC(=O)CN(C(=O)CNS(=O)(=O)c1ccc(C)cc1)c1ccc2c(c1)OCCO2	8%	2%	0.0%	1%	3%[38.3 µM]	?	9%
O=C(C1CCCO1)N(c1ccc(F)cc1)C1C=CS(=O)(=O)C1 (centres undefined)	30%[9.22 µM]	5%	-2.0%	2%	-8%	8%	7%
CSc1nnc(-c2ccccc2N=Cc2c(C)[nH]n(-c3ccccc3)c2=O)c(=O)[nH]1	0%[0.0737 µM]	-3%	-0.2%	-3%	-1%[38.3 µM]	-19%[46.1 µM]	3%
COc1ccc(Cl)cc1C(=O)CSc1nnnn1C1CCCC1	-2%	14%	-5.5%	nt	nt	-19%[46.1 µM]	2%

One compound at a time, from the list above.
Profile of `Fc1ccc2[nH]c3c(NCCN4CCOCC4)ncnc3c2c1` : LMNA splice mod: ?; CBFb-RUNX1 inh: 4%; Epigenetic reg: -1.0%; Luc counter: 0%; IMPase Li inh: 5%[38.3 µM]; NPSR antag: -6%[46.1 µM]; GLA spleen mod: 5%
Profile of `COc1ccc(Cl)cc1C(=O)CSc1nnnn1C1CCCC1` : LMNA splice mod: -2%; CBFb-RUNX1 inh: 14%; Epigenetic reg: -5.5%; Luc counter: nt; IMPase Li inh: nt; NPSR antag: -19%[46.1 µM]; GLA spleen mod: 2%
